GPR151 ag – activators of human GPR151, primary screen, cell-based, PathHunter beta-arrestin, luminescence | PathHunter beta-arrestin GPR151 cells | activation, % at 11.2 µM | 1% of 650,000 active | G-protein coupled receptor 151 (Homo sapiens), Q8TDV0; in the data active = activation above about 4.9%;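 also: 0% = median of compound wells and 100% = cells with positive control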
Target sequence (Q8TDV0 whole entry, looked up): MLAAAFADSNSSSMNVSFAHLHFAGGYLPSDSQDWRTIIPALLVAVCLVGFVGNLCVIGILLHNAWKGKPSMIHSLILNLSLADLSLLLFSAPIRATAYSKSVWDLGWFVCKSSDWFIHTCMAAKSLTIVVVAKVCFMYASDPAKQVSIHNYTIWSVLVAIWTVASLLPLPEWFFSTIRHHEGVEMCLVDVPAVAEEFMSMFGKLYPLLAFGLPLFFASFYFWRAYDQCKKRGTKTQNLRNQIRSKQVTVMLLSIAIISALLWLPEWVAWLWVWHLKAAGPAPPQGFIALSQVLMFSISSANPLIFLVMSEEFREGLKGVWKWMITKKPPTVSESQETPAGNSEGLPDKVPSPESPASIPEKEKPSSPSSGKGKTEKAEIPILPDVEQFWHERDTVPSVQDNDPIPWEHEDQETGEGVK
MITF primary – MITF inhibitors, primary screen, biochemical, AlphaScreen, human. Microphthalmia-associated transcription factor (Homo sapiens), O75030. AlphaScreen MITF homodimerization, bead proximity signal. inhibition, % at 2.6 µM. 0.91% of 650,000 active; in the data active = inhibition above about 50%;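 also: 0% = vehicle wells with protein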
Target sequence (O75030 whole entry, looked up): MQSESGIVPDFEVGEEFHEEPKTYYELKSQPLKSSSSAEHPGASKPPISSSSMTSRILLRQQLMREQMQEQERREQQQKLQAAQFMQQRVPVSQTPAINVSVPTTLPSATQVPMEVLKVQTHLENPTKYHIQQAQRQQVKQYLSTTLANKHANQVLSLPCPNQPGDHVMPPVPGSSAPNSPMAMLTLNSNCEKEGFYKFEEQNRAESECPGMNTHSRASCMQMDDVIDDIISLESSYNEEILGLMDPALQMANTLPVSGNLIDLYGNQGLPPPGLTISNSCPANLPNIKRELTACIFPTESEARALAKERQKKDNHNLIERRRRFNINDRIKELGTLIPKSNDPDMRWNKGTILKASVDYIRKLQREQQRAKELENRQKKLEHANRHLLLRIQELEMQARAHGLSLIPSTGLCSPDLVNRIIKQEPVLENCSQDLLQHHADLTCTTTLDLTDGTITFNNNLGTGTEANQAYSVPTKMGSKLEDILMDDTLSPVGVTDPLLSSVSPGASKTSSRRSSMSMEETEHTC
TEAD-YAP inh – TEAD-YAP interaction inhibition, primary screen, TEAD-YAP interaction inhibitor project, luminescence, HEK-TIYL cells; TEAD-Gal4/YAP UAS-luciferase luminescence; inhibition, % at 9.12 µM; 1.4% of 640,000 active; AID 1259422, 2018; in the data active = inhibition above about 32%;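 also: 0% = median of test compound wells and 100% = reference inhibitor wells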
FBW7 act – FBW7 E3 ligase activators, primary screen, biochemical, AlphaScreen, human; AlphaScreen FBW7–phospho-cyclin E peptide binding, activator screen; normalized activity (activation), % at 26.1 µM; 0.13% of 650,000 active; AID 1259310, 2017; in the data active = normalized activity above about 1.9%;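 also: purified mutant Fbw7 with reduced substrate affinity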
An asterisk follows results filed as active; . = not tested or not shown.

Order of values – GPR151 ag	MITF primary	TEAD-YAP inh	FBW7 act
> CN(C)CCNC(=S)Nc1ccc([N+](=O)[O-])cc1
→ -0.8	18	-2	0.3
> CCCC(CCC)C(=O)Nc1cccc(C(=O)O)c1
→ -1.4	4	-11	-0.1
> CCn1ncc(C2=NOC(C(=O)Nc3cccc(O)c3)C2)c1C (stereo not given)
→ -0.2	7	1	-0.3
> COc1cc(Nc2ncnc3nc(-c4ccc(N5CCOCC5)nc4)[nH]c23)cc(OC)c1OC
→ 0.8	-1	11	-0.1
> COc1ccc(NC(=O)CSc2nc3cc4c(cc3c(=O)n2CCCCCC(=O)NCc2ccc3c(c2)OCO3)OCO4)cc1
→ -0.9	12	1	0.0
> CN1C(=O)c2ccccc2C(C(=O)O)C1c1cccc(F)c1 (stereo not given)
→ 0.9	-11	-8	0.0
> O=C1NC2(CCN(C(=O)Cc3ccccc3Cl)CC2)Nc2ccccc21
→ -0.5	12	5	0.4
> COC(=O)c1ccc2c(=O)n(Cc3ccc4c(c3)OCO4)c(SCC(=O)NCCc3ccc(OC)c(OC)c3)nc2c1
→ 1.5	17	8	0.3
> O=C(c1cc([N+](=O)[O-])ccc1Cl)n1cccn1
→ 2.1	14	0	-0.2
> Fc1ccccc1N1CCN(CC2CC3C=CC2C3)CC1 (stereo not given)
→ 1.5	30	-9	-0.2
> Cc1ccc(C(=O)NCCSC2CCCCC2)cc1[N+](=O)[O-]
→ 0.8	7	-13	0.1
> CCC1CCC2(CC1)NC(=O)N(CC(=O)Nc1ccc(F)c(F)c1F)C2=O (stereo not given)
→ 0.2	-1	3	-0.2
> O=C(Cn1cnc2c(nnn2-c2ccc(Cl)cc2)c1=O)N1CCN(c2ccccc2)CC1
→ 0.0	3	10	0.1
> COc1cc(C(=O)N2CCN(Cc3cccc(Br)c3)CC2)cc(OC)c1OC
→ -0.4	46	0	0.7
> Cc1ccc(S(=O)(=O)Oc2cc3oc(=O)ccc3cc2O)cc1
→ 2.3	0	8	0.2
> COc1ccc(C(=O)N2CCC3(CC2)NC(=O)N(CCc2ccccc2)C3=O)cc1OC
→ -1.0	-11	3	0.0
> NCCCNc1c2c(nc3cc(-c4cccc(F)c4)nn13)CCC2
→ -0.1	-5	-6	-0.2
> CC1(C)CC(=O)N(CC(=O)NCc2ccccn2)c2ccccc2S1
→ 0.5	-2	0	-0.3
> CCOC(=O)c1c(C)c(C(=O)Nc2cc(C)ccc2OC)c(C)n1CC
→ 0.7	3	41*	-0.2
> CC(C)(C)c1nnc(NC(=O)c2ccc(Cl)cc2[N+](=O)[O-])s1
→ -0.2	12	-5	0.2

Complete entries, looked up by structure. Screens in order: GPR151 ag, MITF primary, TEAD-YAP inh, FBW7 act
COc1ccc(NC(=O)CSc2nc3cc4c(cc3c(=O)n2CCCCCC(=O)NCc2ccc3c(c2)OCO3)OCO4)cc1 is entered as -0.9, 12, 1, 0.0
CN1C(=O)c2ccccc2C(C(=O)O)C1c1cccc(F)c1 (stereo not given) is entered as 0.9, -11, -8, 0.0
Cc1ccc(C(=O)NCCSC2CCCCC2)cc1[N+](=O)[O-] is entered as 0.8, 7, -13, 0.1

(cont.)
Order of values – GPR151 ag	MITF primary	TEAD-YAP inh	FBW7 act
> O=C(NCCCN1CCCCC1)C1(S(=O)(=O)c2ccc(Cl)cc2)CC1
→ 0.6	1	-5	0.0
> CCC(Sc1nc2n[nH]c(C)c2c(=N)n1-c1ccc(C)c(Cl)c1)C(=O)NCc1ccco1 (stereo not given)
→ 0.4	8	7	-0.2
> COCCNC(=O)[C@@H]1C[C@@H](NCc2cc(C)ccc2C)CN1Cc1ccccc1Cl
→ -0.8	6	2	0.6
> CCN=c1scc(-c2ccco2)n1/N=C/c1ccc(C#N)cc1
→ 0.1	5	-13	0.1
> COc1ccccc1N1CCN(C2CCCN(C(=O)C3CCCCC3)C2)CC1 (stereo not given)
→ 0.1	8	-1	0.1
> C/C(=N/NC(=O)C1CC1c1ccccc1)C1CC1 (stereo not given)
→ 0.1	-4	-5	0.0
> CSc1nc(N)c2c(n1)NC1=C(C(=O)CC(C)(C)C1)C2c1cccnc1 (stereo not given)
→ -0.7	-9	4	0.0
> c1ccc(-c2cc(-c3ccccc3)[nH]n2)cc1
→ -0.7	-3	-34	0.0
> COc1ccc(-c2csc(SCC(=O)N3CCOCC3)n2)cc1
→ 0.5	13	-25	0.4
> CCOC(=O)c1sc2nc(SCC(=O)c3ccccc3)n(Cc3ccccc3OC)c(=O)c2c1C
→ -1.0	-4	-25	-0.2
> CSc1ncccc1C(=O)Nc1cccc(C#N)c1
→ -0.3	6	8	0.4
> Cn1c(-c2ccc3c(c2)OCO3)cc(=O)c2ccccc21
→ -0.3	7	15	0.1
> CCOc1cc(C2C(C(=O)OCCOc3ccccc3)=C(C)NC3=C2C(=O)CC(c2ccccc2)C3)cc(Br)c1O (stereo not given)
→ 1.3	1	17	0.6
> CN(C)c1cccc(Nc2nc(C(=O)NCc3ccccc3)cs2)c1
→ -1.5	12	-10	0.1
> CCOC(=O)c1c(NC(=O)COc2ccccc2C)sc(C(=O)N(CC)CC)c1C
→ 0.2	2	5	-0.1
> COc1cc(C(=O)O)ccc1OC(C)C
→ 0.8	2	-3	0.3
> O=C(O)CNC(=O)c1cc(Cl)cc([N+](=O)[O-])c1
→ 0.3	-13	3	-0.1
> CS(=O)(=O)N(Cc1ccc(C(=O)Nc2ccccc2C(=O)O)cc1)c1ccccc1
→ 0.4	20	5	-1.0
> CSc1ccc(C=C2C(=O)N(C)C(=S)N(C)C2=O)cc1
→ 0.5	12	-6	0.1
> CC(=O)N(Cc1ccncc1)c1nc2c(C)cc(Cl)cc2s1
→ -0.9	5	-10	0.1
> Cc1ccc2nc(CSc3nnc(-c4ccccc4)n3C)cc(=O)n2c1
→ -0.4	3	3	0.2
> COCCCNc1nc2nonc2nc1N1CCN(Cc2cccc(C)c2)CC1
→ 1.3	-3	1	-0.2
> Cc1cccc(C(=O)Nc2ccccc2C(F)(F)F)c1
→ 0.5	5	-10	0.0
> Cc1cc(OCC(=O)Nc2ccc(-c3cc4ccccc4oc3=O)cc2)ccc1Cl
→ -1.0	-1	-7	-0.1
> COc1cc(/C=C(\NC(=O)c2ccccc2)C(=O)NC2CCCCC2)ccc1OC(C)=O
→ 0.8	5	3	0.0
> Cc1cccc(-c2noc(CCCC(=O)Nc3ccccc3)n2)c1
→ -1.2	-2	5	-0.1
> CCCOc1ccc(N2CC(C(=O)Nc3cccc(C(F)(F)F)c3)CC2=O)cc1 (stereo not given)
→ 0.5	0	7	-0.2
> COc1cccc2c(Nc3cccc(C(C)=O)c3)cc(C)nc12
→ -0.2	15	2	-0.2
> CC(C)(C)c1nnc(NC(=O)CSc2ncn[nH]2)s1
→ -0.1	16	4	0.0
> N#Cc1ccc(OCC(=O)OCc2cccc(F)c2)cc1
→ 1.2	2	-5	0.2
> Cn1c(=O)c2c(nc(N3CCCCC3)n2CCN)n(C)c1=O
→ 1.0	8	5	-0.1
> O=C1OC(/C=C/c2cccc(Cl)c2Cl)=NC/1=C\c1ccccc1
→ 2.8	-2	3	0.0
> COc1ccccc1N1C(=O)c2ccc(C(=O)Nc3cccc(C(C)=O)c3)cc2C1=O
→ -3.6	18	5	0.1
> Cc1ccc(C(O)(c2ccccc2)c2nc3ccccc3n2C(C)C)cc1 (stereo not given)
→ -0.7	17	2	0.0
> CCOC(=O)c1cc(C)sc1NC(=O)C1CC(C)=C(C)CC1C(=O)O (stereo not given)
→ -1.1	7	13	0.4
> COc1cc(C(=O)N/C(=C/c2ccc3c(c2)OCO3)C(=O)NN)cc(OC)c1OC
→ -1.4	-11	5	-0.1
> O=C1NC(=O)N(c2ccc(OCc3ccccc3)cc2)C(=O)/C1=C/c1ccc(O)cc1
→ 0.1	-7	-3	-0.2
> CCCOC(=O)C1=C(C)NC2=C(C(=O)CCC2)C1c1ccccc1C(F)(F)F (stereo not given)
→ -0.5	-12	-1	0.3
> CC(C)c1ccc(Nc2nccn3c(-c4ccc(O)cc4)cnc23)cc1
→ 2.5	5	-10	0.9
> OCCN=C1CCCc2c1[nH]c1ccccc21
→ -0.2	-16	7	-0.1
> COc1ccc(NC(=O)C2CC(c3cccc(Br)c3)=NO2)cc1OC (stereo not given)
→ -0.9	7	4	0.1
> Cc1noc(C)c1CCC(=O)NC1CC2(CCCC2)Oc2ccccc21 (stereo not given)
→ -0.3	-14	8	0.4
> Cc1ccc(NC(=S)N(Cc2cccs2)C2CCCC2)cc1Cl
→ 2.0	6	4	0.3
> Cc1ccc(N2CCn3c2nc2c3c(=O)[nH]c(=O)n2C)c(C)c1
→ 0.5	-4	-2	-0.2
> Cc1cccc(OCc2nnc(NC(=O)C(C)C)s2)c1C
→ 0.0	11	8	0.0
> CCCCOc1ccc(-c2cc(C(=O)O)c3ccccc3n2)cc1
→ -0.8	5	-20	0.0
> COc1cc(-c2oc3ccc(Cl)cc3c(=O)c2O)cc(OC)c1OC
→ 0.4	1	6	0.1
> COCCn1nnnc1CN1CCC(Cc2ccccc2)CC1
→ -1.3	3	-10	0.0
> O=C1NC(=S)S/C1=C\C=C\c1ccccc1
→ -0.9	11	-23	-0.1
> CC(C)(O)/C=C1/Oc2ccc([N+](=O)[O-])cc2C1N1CCOCC1 (stereo not given)
→ 1.1	8	-2	0.0
> O=C1CCC(N2CCCC2)CCN1Cc1ccc2ccccc2c1 (stereo not given)
→ -1.4	-2	-5	0.1
> Cc1ccc(-c2cc(C(=O)N3CCOCC3)c3cc(C)ccc3n2)cc1
→ -1.1	-5	-11	0.0
> CCCCCCCCCCCCCCCCOC[C@H](COP(=O)(O)OCC[N+](C)(C)C)SC(C)=O
→ 1.5	7	.	.
> CC(C)(C)c1ccc(-c2nc3cc(NC(=O)c4ccc(Cl)cc4Cl)ccc3o2)cc1
→ -0.2	6	6	0.0
> COCC(=O)Nc1nnc(SCC(=O)NC2CCCC2)s1
→ -0.7	-6	12	-0.1
> O=C1NC(=O)N(c2ccc(C(=O)O)cc2)C(=O)/C1=C/c1cccs1
→ 1.7	7	7	-0.1
> Cc1cc(NCCN)nc(NS(=O)(=O)c2ccccc2Cl)n1
→ 0.9	-1	7	-0.1
> CCN(C(=O)C(=O)c1c(C)[nH]c2ccccc12)c1cccc(C)c1
→ -1.8	5	2	0.0
> COc1ccc(NC(=O)c2ccc(I)cc2)cc1Cl
→ -1.8	9	-44	0.2
> CC(C)CC(=O)NC(=S)Nc1ccc(N2CCOCC2)c(Cl)c1
→ -0.1	3	3	0.5

More structures follow.
Order of values – GPR151 ag	MITF primary	TEAD-YAP inh	FBW7 act
> CCN(CC)S(=O)(=O)c1cccc(C(=O)Oc2cccnc2)c1
→ -1.2	-12	-6	0.0
> COc1ccc(C2C(C(=O)N3CCC(Cc4ccccc4)CC3)CCC(=O)N2c2ccc(OC)cc2)cc1 (stereo not given)
→ -1.2	-7	-5	-0.2
> Cc1cccc(/C=C/C(=O)Nc2ncc(Cc3cccc(Cl)c3Cl)s2)c1
→ -0.9	8	2	0.0
> COC(=O)c1ccc2c(=O)n(Cc3ccco3)c(SCC(=O)Nc3cc(C)on3)nc2c1
→ -0.1	23	-16	0.0
> O=C(CC1(O)C(=O)N(Cc2ccc(Cl)cc2)c2ccccc21)c1ccco1 (stereo not given)
→ 0.2	5	3	-0.2
> COC(OC)C12c3ccccc3C(c3ccccc31)C1C(=O)N(c3ccccc3)C(=O)C12 (stereo not given)
→ -0.8	8	4	0.1
> NC(=O)Cn1cnc2sc(-c3ccccc3)cc2c1=O
→ -0.1	-4	-16	0.0
> CN(C)S(=O)(=O)c1ccc2nc(C(=O)O)n(O)c2c1
→ -0.3	3	-2	0.0
> CCOc1ccccc1CNC(=O)C1CCC(=O)N1C(C)C (stereo not given)
→ -2.5	13	5	-0.2
> Cc1ccc(C(O)CNC(=O)Nc2ccccc2C)o1 (stereo not given)
→ -0.1	4	9	0.0
> COc1ccccc1/C=C/CN1CCc2nnc(C(C)NC(=O)C3CCOCC3)n2CC1 (stereo not given)
→ 1.1	-7	-22	0.0
> CCOC(=O)C1=C(C)N=c2s/c(=C/c3ccc(Cl)cc3)c(=O)n2C1c1cccs1 (stereo not given)
→ 0.0	8	-1	0.3
> Cc1nc(N2CCOCC2)c2c(C)c(C(=O)Nc3ccc(Cl)cn3)sc2n1
→ -0.1	-13	-17	0.1
> CC(C)=CCc1c(C)nc2ccccc2c1C(=O)O
→ 0.3	9	6	-0.1
> O=C[C@H](O)[C@@H](O)[C@H](O)CO
→ -0.4	1	-4	0.0
> CC(=O)Nc1ccc(C(=O)CSc2nnnn2-c2ccc(C(C)=O)cc2)cc1
→ -0.1	-2	4	0.0
> CCOC(=O)C(C)Oc1ccc2oc(C)c(C(=O)OC)c2c1 (stereo not given)
→ 0.4	-3	3	0.5
> Clc1ccc(Nc2ccc(-n3ccnc3)nn2)cc1
→ 0.1	-8	-17	-0.1
> CCN(CC)C(=O)C(=O)N/N=C/c1cc(Br)ccc1OC
→ -0.9	-5	-3	0.0

An excerpt from above in order of SMILES length, descending.
Order of values – GPR151 ag	MITF primary	TEAD-YAP inh	FBW7 act
> CC(C)(C)c1nnc(NC(=O)c2ccc(Cl)cc2[N+](=O)[O-])s1
→ -0.2	12	-5	0.2
> COc1cc(C(=O)N2CCN(Cc3cccc(Br)c3)CC2)cc(OC)c1OC
→ -0.4	46	0	0.7
> CC(C)c1ccc(Nc2nccn3c(-c4ccc(O)cc4)cnc23)cc1
→ 2.5	5	-10	0.9
> Cc1ccc(C(=O)NCCSC2CCCCC2)cc1[N+](=O)[O-]
→ 0.8	7	-13	0.1
> O=C[C@H](O)[C@@H](O)[C@H](O)CO
→ -0.4	1	-4	0.0

From PubChem BioAssay

Not a hit list. About 3.5% of those tested had a hit in this group.
